DSG3 Ab inh = inhibitors of pemphigus antibody binding to human desmoglein-3 | P32926 | AID 588358 | DSG3-coupled beads, scFv-anti-DSG3-GFP binding, flow cytometry; stronger effect = lower value | binding (percent of control), % at 10 µM | 0.48% of 310,000 active;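 active = binding more than 3 SD below its plate's average and above zero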;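 note: hits lower antibody fragment binding to DSG3; some compounds called inactive have numbers as strong as hits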
AddAB inh = less growth of phage-infected E. coli with AddAB. 0.29% of 330,000 active. E. coli expressing H. pylori AddAB, absorbance growth. inhibition, % at 11.9 µM; in the data active = inhibition above about 12%;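 note: 0% = vehicle wells of infected cells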
PfHsp90 yeast 2 = inhibits growth of yeast expressing Plasmodium falciparum Hsp90; S. cerevisiae expressing PfHsp90, BacTiter-Glo ATP, 48 h; yeast lacking PDR1 and PDR3 efflux regulators; inhibition, % at 9.4 µM; 0.32% of 310,000 active;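 active = every replicate shows inhibition above about 80%, whatever the replicate mean, limit read from the data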;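 note: 0% = DMSO neutral controls and 100% = 20 µM radicicol positive controls; yeast relying on Plasmodium falciparum Hsp90 in place of its own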
OPRM1-OPRD1 ag = agonists of human mu-delta opioid receptor heterodimerization. P35372+P41143. cells, OPRM1-OPRD1 heterodimerization, luminescence. activation, % at 9.3 µM. 0.3% of 340,000 active. AID 504326; in the data active = activation above about 18%;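 note: 0% = vehicle-treated cells and 100% = reference agonist; values of inactives mirror those of a sister screen read the other way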
HTR5A inv ag = counter-screen for OPRM1-OPRD1 inverse agonists: human HTR5A inverse agonism; P47898; HTR5A cell line, luminescence; inhibition, % at 9.3 µM; 0.083% of 340,000 active; AID 504634; in the data active = inhibition mostly above about 23%, no sharp cut-off; inactive = mostly below about 18%;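 note: 0% = cells with DMSO and 100% = no-cell wells with DMSO; some compounds called inactive have numbers as strong as hits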
Target sequence (P47898 whole entry, looked up): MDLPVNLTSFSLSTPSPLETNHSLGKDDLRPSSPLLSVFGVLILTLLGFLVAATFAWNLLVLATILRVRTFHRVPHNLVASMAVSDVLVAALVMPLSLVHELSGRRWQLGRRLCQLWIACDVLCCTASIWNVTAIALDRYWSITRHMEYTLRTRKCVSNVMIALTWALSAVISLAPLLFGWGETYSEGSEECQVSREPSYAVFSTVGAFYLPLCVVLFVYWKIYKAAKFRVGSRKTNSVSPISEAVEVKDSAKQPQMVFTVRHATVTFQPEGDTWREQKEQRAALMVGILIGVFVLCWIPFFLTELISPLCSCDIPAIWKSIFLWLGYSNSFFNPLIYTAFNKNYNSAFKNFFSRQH
PKA-R1A activ = activates the PKA-R1A holoenzyme complex. PKA-R1A dissociation, Cy5-IP20 fluorescence polarization; scaled: DMSO 0%, 113 µM cGMP 100%. activation, % at 11.4 µM. 0.083% of 340,000 active. AID 504707;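 active = percent activation above the mean of all tested compounds plus 3 SD, cut at about 19% in these data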;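 note: higher means more PKAc released from R1A so a rise in polarization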
MOR-DOR inv ag = inverse agonist of human OPRM1-OPRD1 heterodimerization | P35372+P41143 | cell-based MOR-DOR heterodimer luminescence, inverse agonism | inhibition, % at 9.3 µM | 0.21% of 340,000 active | AID 504357; in the data active = inhibition above about 22%, passing the limit was not always enough;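 note: 0% = cells with DMSO and 100% = wells without cells with DMSO; values of inactives mirror those of a sister screen read the other way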
HTR5A ag ctr = counter-screen for OPRM1-OPRD1 agonists: human HTR5A agonism | 0.61% of 340,000 active | activation, % at 9.3 µM | HTR5A agonist assay, luminescence, cell-based | P47898; in the data active = activation mostly above about 9.5%, no sharp cut-off; inactive = mostly below about 7.6%;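 note: 0% = cells with vehicle only and 100% = reference agonist; strong numbers were not always called active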
E coli growth = counter-screen for AddAB inhibitors: E. coli growth inhibition; E. coli V3065 growth, OD600 absorbance, 18 h; inhibition, % at 11.9 µM; 0.27% of 330,000 active;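 active = inhibition above the campaign's mean inhibition across all tested compounds plus 3 SD, cut at about 9.9% in these data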;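 note: uninfected addAB+ strain grown without phage in ampicillin broth; 0% = DMSO wells and 100% = ciprofloxacin 0.95 µg/ml wells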
SUMO Mot1 rescue = inhibitors of SUMOylation pathway: yeast Mot1-301 growth rescue. S. cerevisiae Mot1-301 growth rescue, ATP luminescence, 38.5C; percent above DMSO median, 100 means doubled. growth rescue, % at 18.8 µM. 1% of 320,000 active;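 active = every valid replicate shows activation above 250% relative to neutral control wells; inactive = the rest, any valid replicate at or below 250%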;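 note: OY570 slx delta 5 strain wells were the positive control but not used for scaling; some compounds called inactive have numbers as strong as hits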
phage Ecoli inh = E. coli growth loss with phage present | 0.26% of 360,000 active | AID 651602 | inhibition, % at 11.9 µM | growth absorbance; in the data active = inhibition above about 11%
* marks the source's active call; other numbers are inactive results; x = not tested or not shown.

SMILES	DSG3 Ab inh	AddAB inh	PfHsp90 yeast 2	OPRM1-OPRD1 ag	HTR5A inv ag	PKA-R1A activ	MOR-DOR inv ag	HTR5A ag ctr	E coli growth	SUMO Mot1 rescue	phage Ecoli inh
N=c1c(C(=O)NCC2CCCO2)cc2c(=O)n3ccccc3nc2n1Cc1ccco1 (stereo unspecified)	x	2.5	8	-0.8	-24	0	5	2	-0.4	-6	-0.5
O=C(CSc1nc2ccccc2[nH]1)Nc1cccc(S(=O)(=O)N2CCOCC2)c1	88	-3.1	4	-0.5	-9	-9	2	4	-1.8	-1	3.1
CSc1nnc(NC(=O)c2ccc(S(=O)(=O)N(C)C)cc2)s1	85	-0.2	21	-2.7	5	2	14	-1	4.2	-5	3.4
C#CCSc1nnnn1-c1ccc(OCC)cc1	107	-2.8	11	-1.5	13	-3	7	0	-3.0	18	1.5
O=C(NCc1ccncc1)C1CCCN1S(=O)(=O)c1ccc(Cl)cc1 (stereo unspecified)	110	1.6	-21	-2.1	2	-8	12	0	1.4	6	3.6
CCC(=O)c1ccc(NC(C)=O)cc1O	x	3.0	12	-0.2	-22	-5	1	0	-0.9	-10	0.8
Cc1csc(NC(=O)CS(=O)(=O)c2ccccc2)n1	120	0.5	x	2.6	-9	-5	-13	3	0.2	-8	-0.8
O=C(CNCc1ccccn1)Nc1cc(S(=O)(=O)N2CCCCC2)ccc1Cl	101	4.3	5	0.8	-24	-11	-4	0	1.9	-8	2.1
O=C(NCc1cccnc1)c1ccccc1CCc1ccccc1	97	-2.8	11	-2.8	4	-10	14	-1	-2.6	-7	2.9
CCOC(=O)c1c(NC(=O)CSc2cn(CC)c3ccccc23)sc2c1CCC2	105	1.1	29	-0.4	15	-4	2	-5	6.0	-13	2.3
COc1ccc2cc(C(=O)NCCc3ccccc3)[nH]c2c1	95	x	-7	1.3	-1	-11	-6	0	x	30	0.5
CC1CN(C(=O)Nc2ccc3c(c2)OCO3)CC(C)O1 (stereo unspecified)	99	1.2	-3	4.0	-17	-1	-21	2	0.1	9	2.6
CCC(Oc1ccccc1)C(=O)Nc1ccc(S(=O)(=O)N2CCOCC2)cc1 (stereo unspecified)	99	1.9	6	0.1	-14	1	0	-1	0.2	-9	3.0
Clc1ccc(CSc2nnc(CNc3cccc(Cl)c3)o2)cc1	124	1.5	-40	4.3	12	-1	-25	6	0.2	105	1.8
CC(C)Cc1nnc(NC(=O)CCC(=O)N2CCN(Cc3ccc(F)cc3)CC2)s1	98	3.5	-12	-1.3	-11	-7	7	2	-1.7	-7	2.0
COc1nc(/C=C/N(C)C)c([N+](=O)[O-])c(OC)n1	94	-2.3	-1	-2.3	0	-6	12	2	1.8	-8	1.7
CCN(CC(=O)NCc1ccc(F)cc1)C(=O)/C=C/c1cc(OC)ccc1OC	x	x	21	1.0	7	-4	-8	-3	x	x	4.3
O=c1cc(C(F)(F)F)nc(-n2[nH]c3c(c2=O)CCCC3)[nH]1	100	-8.7	x	-1.1	-18	-10	6	0	-9.5	6	-2.9
Cc1c(C)c2ccc(OCC(=O)N(C)C)c(C)c2oc1=O	102	1.9	28	-1.5	-14	-11	9	1	1.0	18	1.1
N#CCCN(C(=O)CCl)c1cccc(Cl)c1	106	-2.6	18	-0.6	4	-3	3	1	-3.7	4	2.1
Cc1cc(C)c(S(=O)(=O)Nc2cccc(S(=O)(=O)NC3=NCCC3)c2)c(C)c1	98	2.0	-14	-1.2	-4	1	6	1	2.8	218	1.8
CCOC(=O)Cn1nc(C)cc1NC(=O)c1ccncc1	x	1.6	-10	-0.3	-23	11	2	-4	0.9	x	1.4
COCCCn1c(SCc2ccccc2)nc2cc(OC)c(OC)cc2c1=N	99	-1.4	x	0.0	-30	2	0	1	-1.7	-12	1.9
CCCn1c(SCC(=O)NC2CCCC2)nnc1-c1ccccn1	84	-1.1	33	-2.4	-8	-2	13	1	0.2	-5	38*
c1csc(-c2nc3c4ccccc4c4ccccc4c3[nH]2)c1	104	3.0	x	11	1	-7	-66	2	1.3	-16	0.5

(further entries)
SMILES	DSG3 Ab inh	AddAB inh	PfHsp90 yeast 2	OPRM1-OPRD1 ag	HTR5A inv ag	PKA-R1A activ	MOR-DOR inv ag	HTR5A ag ctr	E coli growth	SUMO Mot1 rescue	phage Ecoli inh
COc1ccc(Cl)cc1NC(=O)NCC1CCN(Cc2ccccc2F)CC1	100	2.0	-4	-0.3	-5	-2	1	1	1.4	-10	0.9
CCOC(=O)C1CCN(c2c(NC3CCCCCCC3)c(=O)c2=O)CC1	95	0.2	13	-2.4	12	-18	12	-4	-1.0	-8	1.6
CCOC(=O)c1[nH]c(C)c(CC(C)C)c1C	98	4.1	-1	-1.8	-8	1	9	10	1.1	-20	x
COc1ccc(OCc2nnc3n2N=C(c2ccc(OC)cc2)CS3)cc1	107	1.4	x	-1.8	16	5	9	-6	-0.7	21	2.9
COc1ccccc1CNC(=O)CCn1c(=O)oc2ccccc21	102	-1.1	-1	-0.5	-18	0	3	1	-0.1	14	0.8
O=S(=O)(Nc1ccccc1Cl)c1cc(NC(=S)NCCN2CCOCC2)ccc1Cl	105	0.6	-2	-2.2	-11	-12	12	4	-2.5	1	4.6
CC1(C)Cc2nc3oc4c(=O)n(CC(=O)Nc5cccc(Cl)c5)cnc4c3cc2CO1	x	1.5	8	-2.8	-7	-13	14	3	-0.7	-6	6.1
COc1ccc(NC(=O)c2cc(-c3ccccc3Cl)no2)cc1	104	3.4	4	-0.5	-3	-7	2	1	1.4	2	5.7
COc1cc2ccccc2cc1C(=O)N(CCN(C)C)c1nc2c(OC)ccc(OC)c2s1	x	-0.1	0	1.9	-3	-5	-10	-1	-0.6	8	-1.7
COc1ccc(-c2csc(NC(=O)c3ccccc3C(=O)O)n2)cc1	103	1.0	-5	0.1	1	0	0	-4	-1.5	-8	2.9
Cc1ccc(F)cc1NC(=O)c1cnccn1	102	6.1	-21	-3.4	7	-6	18	-3	3.0	-22	3.0
COc1ccc(OC)c2c1cc(C(=O)N[C@H](C(=O)N1CCC(C(=O)O)CC1)C(C)C)n2C	99	x	-15	-2.5	-7	-5	11	2	x	5	1.5
C=CCn1c(-c2cccc(OC)c2OC)n[nH]c1=S	91	0.3	-6	0.6	-4	-8	-3	1	0.2	31	2.8
Cn1c(=O)oc2cc(S(=O)(=O)NCCC(=O)NC3CCCC3)ccc21	104	0.4	-31	-1.3	16	-8	7	2	-0.5	-2	2.1
CCOC(=O)Nc1ccc([N+](=O)[O-])cc1OC	95	0.1	1	-2.1	-10	6	11	-2	-2.9	-5	1.2
CCNC(=S)N1CCN(CCNC2=CC(=O)CC(C)(C)C2)CC1	89	-0.4	8	-2.0	8	-3	14	-3	-1.3	-6	2.2
C=CCn1c(=NC(=O)C2COc3ccccc3O2)sc2cc(S(N)(=O)=O)ccc21 (stereo unspecified)	94	-0.8	-51	0.0	5	1	0	-2	-1.8	7	3.4
CNc1nc(-c2ccc([N+](=O)[O-])cc2)cs1	x	4.0	-22	0.8	-9	2	-4	1	4.1	-9	3.8
Nc1ncn([C@H]2C[C@H](O)[C@@H](CO)O2)c(=O)n1	98	2.9	-2	0.1	-5	6	-1	1	3.8	12	12*
COC(=O)C1C(=O)C2=C(CC1C)NC(C)=C(C(=O)OCc1ccc(OC)cc1)C2c1ccc(C)o1 (stereo unspecified)	x	1.1	-10	-1.7	5	-3	11	-3	-2.5	-7	0.6
COc1cccc(CN2CCC(n3nccc3NC(=O)CCCc3ccccc3)CC2)c1	108	-0.5	48	-0.2	10	-3	1	-3	-0.7	92	0.9
C[C@H](CO)N1C[C@H](C)[C@@H](CN(C)Cc2ccc(-c3ccccc3)cc2)Oc2c(NC(=O)Cc3ccccc3)cccc2C1=O	100	-0.6	1	1.4	-27	1	-8	5	0.6	7	x
CCOC(=O)N1CCN(C(=O)c2ccc(NS(C)(=O)=O)cc2)CC1	100	-0.9	15	-1.4	5	-7	8	3	-5.5	16	2.4
C=CC[C@H](CC(=O)N(CCO)Cc1ccccc1)C(=O)N[C@@H](C)COC(=O)[C@H](CC=C)CC(=O)OC(C)(C)C	99	-2.7	-5	0.6	-9	3	-3	2	0.3	-11	-0.8
CN(C)CCN(C(=O)c1ccc(S(=O)(=O)N(C)c2ccccc2)cc1)c1nc2ccc(Cl)cc2s1	x	5.6	-3	-3.1	7	-4	17	5	0.1	7	3.1

Following part:
SMILES	DSG3 Ab inh	AddAB inh	PfHsp90 yeast 2	OPRM1-OPRD1 ag	HTR5A inv ag	PKA-R1A activ	MOR-DOR inv ag	HTR5A ag ctr	E coli growth	SUMO Mot1 rescue	phage Ecoli inh
Cc1ccc2sc(N(CCCN(C)C)C(=O)c3ccc(S(=O)(=O)N(C)C4CCCCC4)cc3)nc2c1C	116	3.5	x	31*	5	-6	-163	-2	-1.9	-29	4.8
COc1cc(/C=N/NC(=O)CSc2cc(C)c(Br)cc2C)ccc1O	x	2.7	-21	2.7	-13	-9	-14	4	-0.5	333	0.9
COc1cc(/C=C2\C(=O)N(CCC#N)N=C2C)c(Br)cc1OC(C)C	99	-0.4	-81	-1.4	-13	7	8	-2	-2.5	6	2.7
COc1ccc(NC(=O)C2C3C=CC4(O3)C2C(=O)N(CCN2CCCCC2C)C4C(=O)NC2CCCCC2)cc1 (stereo unspecified)	95	4.7	8	0.9	-16	0	-5	-2	0.6	9	-2.2
COCC(=O)Oc1c(Sc2ccccc2[N+](=O)[O-])c(C)nn1C(C)(C)C	x	-0.7	-5	-5.0	7	-9	23	-3	-3.9	9	3.2
COc1cccc(CNC(=O)CCC2CCCN(C(=O)c3cscn3)C2)c1 (stereo unspecified)	98	0.5	28	0.4	7	-9	-2	-4	-0.7	-12	1.5
C[C@H](N)c1nnc(SCc2c(Cl)cccc2Cl)o1	102	3.2	-16	-2.9	5	0	14	0	2.4	20	2.4
COc1ccc(N2CCN(C(=O)CN(CCc3ccccc3)S(C)(=O)=O)CC2)cc1	102	4.2	1	-0.9	-12	5	5	-1	-1.3	94	2.0
Cc1cc(C)nc(NC(=O)/C=C/c2ccccc2Cl)n1	105	1.9	x	-2.4	8	-5	12	-4	1.4	-24	2.8
COc1ccnc(Oc2ccc(F)cc2)c1C(=O)N/C=N/OCc1ccc(F)cc1	93	1.1	16	-0.2	-17	-2	1	6	-0.4	4	0.4
CN1CCN(S(=O)(=O)c2ccc(N3CCN(c4ccc(O)cc4)CC3)c([N+](=O)[O-])c2)CC1	97	2.4	3	4.5	-14	0	-30	2	-0.8	600	8.1
Oc1ccc(Nc2nnc(-c3ccc(O)cc3)c3ccccc23)cc1	96	0.1	-27	-3.4	13	-11	16	-5	3.3	-19	-0.9
C[C@H](NC(=O)c1ccccc1)C(=O)N1CCN(c2ccccc2)CC1	93	2.5	29	-2.2	-2	0	14	1	2.3	6	0.3
CCOC(=O)c1nn(-c2cc(C(=O)OC)cc(C(=O)OC)c2)cc1O	105	0.1	-12	-0.7	-27	2	4	-2	0.0	-8	-0.1

From PubChem BioAssay
